HCMV inh: human cytomegalovirus inhibition; AID 1259415; hit rate 4.5% among 410,000; activity change, negative = inhibition, % at 57.5 µM; HFF cells, HCMV-luciferase reporter, 72 h; active compounds read low; in the data active means activity change below about -60%; inconclusive means no clear call, values can overlap the other calls; inactive means above about -39%
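HFF cells seeded 16 h at 37C, treated with compounds, infected with luciferase-reporter HCMV at MOI 1 PFU/cell; luciferase read at 72 h post infection, normalized to buffer-only and Salinomycin controls.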
FBPA Giardia inh: blocks Giardia fructose-bisphosphate aldolase activity | A8B2U2 | purified Giardia FBPA | Potency, µM (top dose mostly 59.6 µM), for inactives: at the highest dose activity, negative = inhibition, most hits filed as inhibitors | hit rate 0.71% among 290,000 | AID 2451; further: potency means the concentration at half of the fitted maximal effect; nearly all actives have a fitted effect of over 55% in size
Target sequence (A8B2U2 whole entry, looked up): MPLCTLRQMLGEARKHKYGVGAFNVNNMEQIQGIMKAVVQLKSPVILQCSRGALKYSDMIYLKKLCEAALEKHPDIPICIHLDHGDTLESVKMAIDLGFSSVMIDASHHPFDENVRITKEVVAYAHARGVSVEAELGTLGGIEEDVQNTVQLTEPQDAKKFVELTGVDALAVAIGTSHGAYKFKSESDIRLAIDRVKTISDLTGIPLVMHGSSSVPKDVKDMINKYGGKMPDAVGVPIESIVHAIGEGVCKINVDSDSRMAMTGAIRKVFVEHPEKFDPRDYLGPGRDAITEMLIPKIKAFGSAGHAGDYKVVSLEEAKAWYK
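40 nM FBPA preincubated 10 min at RT with compound (up to 57.5 uM final), then substrate plus GAPDH/TPI/NAD/arsenate coupling and diaphorase/resazurin added. Fluorescence read after 20 min at RT, 525/598 nm.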
Sm TGR inh: S. mansoni TGR enzyme inhibition. Q962Y6. purified TGR, DTNB reduction, TNB absorbance 405 nm. Potency, µM (highest dose often 114 µM), inactives show at the highest dose activity change, negative = inhibition, most hits filed as inhibitors. hit rate 3% among 360,000. AID 485364; further: potency means the concentration at half of the fitted maximal effect; nearly all actives have a fitted effect of over 60% in size
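Kinetic colorimetric format: TGR-catalysed, NADPH-driven DTNB reduction monitored via TNB absorbance. Enzyme dispensed at 20 nM; compound exposure 15 min at room temperature before reaction start.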
HCV inh: HCV inhibition | Huh7.5.1 HCVcc-Cre infection, luciferase reporter, 44 h | Potency, µM (doses to about 41.8 µM), for the others: at the highest dose activity change, negative = inhibition, actives largely listed as inhibitors | hit rate 3.4% among 340,000 | AID 651820; further: potency means the concentration at half of the fitted maximal effect
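Cells (1,000/well) were plated 4 h before compound, then infected with HCVcc-Cre virus (~0.5 moi). After 44 h further culture, infection was read as luciferase luminescence following a 15 min substrate incubation at room temperature.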
AmpC no deterg: blocks E. coli AmpC beta-lactamase in detergent-free assay | hit rate 0.52% among 330,000 | AmpC nitrocefin hydrolysis, absorbance 480 nm, 0.0001% Triton | P00811 | Potency, µM (doses to about 57.1 µM), for inactives: at the top dose activity change, negative = inhibition, usual class: inhibitors;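 further: potency means the concentration at half of the fitted maximal effect; plate controls were no compound for no effect and no enzyme for full effect; nearly all actives have a fitted effect of over 20% in size; some results filed as inactive show a strong effect at the top dose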
Target sequence (P00811 whole entry, looked up): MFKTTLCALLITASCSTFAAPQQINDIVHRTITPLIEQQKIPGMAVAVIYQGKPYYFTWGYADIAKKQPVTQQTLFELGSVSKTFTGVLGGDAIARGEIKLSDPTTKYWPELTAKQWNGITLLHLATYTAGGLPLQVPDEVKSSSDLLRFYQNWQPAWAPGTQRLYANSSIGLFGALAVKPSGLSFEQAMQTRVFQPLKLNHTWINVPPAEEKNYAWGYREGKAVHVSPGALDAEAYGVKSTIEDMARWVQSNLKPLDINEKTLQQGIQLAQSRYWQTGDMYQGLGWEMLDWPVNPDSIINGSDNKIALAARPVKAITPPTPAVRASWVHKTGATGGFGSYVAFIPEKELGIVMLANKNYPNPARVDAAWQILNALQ
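AmpC (5.3 nM in the dispensed reagent) in 20 mM phosphate pH 7.0 with 0.01% (detergent screen) or 0.0001% Triton X-100 was preincubated with compounds for 15 min at room temperature. Nitrocefin was then added from an 800 uM solution, and hydrolysis was followed at 480 nm.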
AmpC detergent: blocks E. coli AmpC beta-lactamase in detergent assay | AmpC hydrolysis of nitrocefin, absorbance 480 nm, 0.01% Triton | Potency, µM (highest dose often 114 µM), inactives show at the highest dose activity change, negative = inhibition, actives largely listed as inhibitors | hit rate 0.041% among 370,000 | AID 485294;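 further: potency means the concentration at half of the fitted maximal effect; 0% = no-compound wells and -100% = no-enzyme wells; nearly all actives have a fitted effect of over 25% in size; some results filed as inactive show a strong effect at the top dose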
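AmpC (5.3 nM in the dispensed reagent) in 20 mM phosphate pH 7.0 with 0.01% (detergent screen) or 0.0001% Triton X-100 was preincubated with compounds for 15 min at room temperature. Nitrocefin was then added from an 800 uM solution, and hydrolysis was followed at 480 nm.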
* hit, by the source's call; ? = inconclusive; · = not tested or not shown; & = joins results of further samples; [ ] = dose if it differs, or a comment. Unless noted, the call rests on the fitted dose curve; in most records, active means well fitted curve in the direction sought with a large enough effect; inconclusive means small, poorly fitted or top-dose-only effect, or another doubt; inactive means no such curve, though single readings can be large; an effect the other way counts as inactive or inconclusive. Unless noted, on the % scale 0 is the no-effect control and ±100 the full control effect. This is a random part of the collection. Share with any hit: about 9.9%.

entry	SMILES	HCMV inh	FBPA Giardia inh	Sm TGR inh
1	COc1cccc(CC(=O)N2CCN(S(=O)(=O)c3ccc(Br)cc3)CC2)c1	3.8	·	-9.8%
2	CC(C)(C)n1nnnc1CN(Cc1ccc(F)cc1)Cc1ccco1	28.5	·	-29.7%
3	Cn1c(SCCOc2ccccc2Cl)nnc1-c1ccncc1	-26.1	5.8%	8.3%
4	O=C(NC1C2CC3CC(C2)CC1C3)C1CC1 (stereo not drawn)	20.4	-4.5%	10.8%
5	COc1ccc(CNC(=O)COC(=O)c2ccc(Br)o2)cc1	8.5	·	-27.3%
6	Cc1cccc2cc(CNC3CCCC3)c(Cl)nc12	-5.0	0.1%	64.5%[activator]
7	COc1cc(/C=N/NC(=O)C(=O)NCc2ccco2)cc(Cl)c1O	-15.4	-11.1%	-1.4%
8	Brc1ccc(-c2cc3c(N4CCN(c5ccccc5)CC4)nccn3n2)cc1	22.8	·	-2.2%
9	CC(=O)c1ccc(N2CCN(C(=O)Nc3ccc(C(C)C)cc3)CC2)cc1	-82.3*	-15.2%	-1.7%&-4.9%
10	CCc1ccccc1NC(=S)N(CCc1ccncc1)C(C)C	-92.6*	0.0%	10.5%
11	CCc1ccccc1NC(=O)CN1CCC(NC(=O)COC)CC1	2.8	-2.5%	-16.6%
12	CN(CC(=O)Nc1cccc(F)c1)C(=O)CCCc1nc2ccccc2c(=O)[nH]1	-10.7	·	0.4%

entry	HCV inh	AmpC no deterg	AmpC detergent
1	4.9%	16.7%	-4.9%
2	2.1%	35.3%	0.8%
3	6.8%	-0.4%	?
4	14.3%	-3.8%	-2.5%
5	-12.3%	-21.9%	?
6	?	-21.9%	0.8%
7	2.9%	-22.8%	6.3%
8	·	·	13.0%
9	3.16µM*	-24.7%	0.9%&-4.7%
10	10.2%	-16.3%	-2.3%
11	15.6%	-15.8%	-14.4%
12	5.7%[8.37 µM]	?	-4.2%

More records
entry	SMILES	HCMV inh	FBPA Giardia inh	Sm TGR inh
13	Nc1cc(N)nc(SCC(=O)N2CCN(S(=O)(=O)c3ccccc3)CC2)n1	-5.5	1.5%	2.3%
14	Cc1nccn1-c1ccc(C=O)cc1	27.2	-0.7%	0.0%
15	COc1ccc(NCC(=O)Nc2ccccc2C#N)cc1Cl	-2.5	-11.6%	-26.2%
16	Cc1ccc(CN2CCSc3ccc(C(=O)Nc4ccc(F)cc4F)cc32)cc1	11.0	·	4.2%
17	CC(=O)c1ccc(N(C)C)cc1	56.1	0.2%	5.4%
18	NC(=O)CCN(C1CCCCC1)S(=O)(=O)c1cccc2nsnc12	3.1	5.8%	-1.2%
19	CCOC(=O)Cn1c(=O)oc2cc(S(=O)(=O)Nc3cccc(C)c3)ccc21	16.6	-5.1%	-18.9%
20	O=C(NCC(c1cccs1)N1CCOCC1)c1cn(-c2ccccc2)nc1-c1ccccc1 (stereo not drawn)	-9.4	·	3.7%
21	COc1ccc(C(c2nnnn2CS(=O)(=O)c2ccc(C)cc2)N2CCN(c3ncccn3)CC2)cc1 (stereo not drawn)	-5.0	-10.9%	0.0%
22	Cc1cc(C)c(S(=O)(=O)Nc2ccc3[nH]c(=O)[nH]c3c2)c(C)c1	-28.5	?	-18.0%
23	CCC1(C)Cc2ccccc2-c2nc[nH]c(=O)c21 (stereo not drawn)	-37.6	-4.1%	3.7%
24	CCS(=O)(=O)N1CCCc2cc(C(=O)Nc3cccc(C(C)=O)c3)ccc21	17.6	·	-10.8%

entry	HCV inh	AmpC no deterg	AmpC detergent
13	16.9%	-22.4%	-11.0%
14	-4.0%	-6.8%	1.0%
15	?	-18.4%	2.9%
16	·	·	6.4%
17	-13.1%	-8.2%	0.0%
18	15.1%	-5.1%	0.1%
19	5.9%	-20.1%	-16.6%
20	?	158.3%[activator]	-13.5%
21	-3.7%	18.2%	-9.8%
22	?	-22.5%	?
23	-2.1%	-18.9%	2.7%
24	·	·	-1.7%

(cont.)
entry	SMILES	HCMV inh	FBPA Giardia inh	Sm TGR inh
25	COC(=O)CNC(=O)COC(=O)c1ccc(OC)c([N+](=O)[O-])c1	45.6	1.1%	5.1%
26	CC(=O)COc1cc(C)cc2oc(=O)cc(-c3ccccc3)c12	?	-2.0%	·
27	O=C(Nc1ccccc1N1CCN(C(=O)c2ccc(Cl)cc2)CC1)c1ccc([N+](=O)[O-])o1	·	·	-24.3%
28	C=C(C)COc1ccc(-c2n[nH]c(C)c2-c2ccccc2)c(O)c1	?	-11.5%	3.6%
29	COCCN(C(=O)COC(=O)CSc1ccc2ccccc2c1)c1c(N)n(Cc2ccccc2)c(=O)[nH]c1=O	23.9	·	-2.5%
30	Cc1cc(C)cc(NC(=O)c2ccc(S(=O)(=O)N(C)CC3CCCO3)cc2)c1 (stereo not drawn)	8.8	·	10.0%
31	COc1ccc(OCCn2nnc3sc4c(c3c2=O)CCCC4)cc1	-10.5	·	-2.0%
32	Cc1cc(C)c(-n2nnnc2SCC(=O)c2cccs2)c(C)c1	-19.0	-4.3%	-4.8%
33	Cc1ccc(C)c(N2CCN(C(=O)CCc3nc(-c4cccc(Cl)c4)no3)CC2)c1	83.1	·	·
34	O=C(Nc1ccc(CN2CCOCC2)cc1)c1ccc2ccccc2c1	1.9	-3.8%	-27.6%
35	COc1ccc2nc(N3C(=O)C(O)=C(C(=O)c4ccco4)C3c3ccc(C)o3)sc2c1 (stereo not drawn)	-21.3	·	31.6µM*
36	CCOC(=O)c1cnn(C)c1NC(=O)c1ccc(Cl)cc1Cl	·	2.5%	-7.8%

entry	HCV inh	AmpC no deterg	AmpC detergent
25	-3.4%	-20.2%	-6.8%
26	-0.6%	-18.9%	-2.9%
27	?	-2.1%	?
28	?	-21.0%	-14.8%
29	30.2%[activator]	117.4%[activator]	-9.1%
30	-19.7%	49.4%	-8.9%
31	·	·	19.0%
32	-9.6%	-32.4%	6.1%
33	-18.1%	45.8%	·
34	?	52.1%	0.7%
35	-4.3%	-37.5%	?
36	0.2%	2.9%	-7.5%

Just Sm TGR inh and HCV inh (two entries from above):
no. | compound | Sm TGR inh | HCV inh
26 | CC(=O)COc1cc(C)cc2oc(=O)cc(-c3ccccc3)c12 | · | -0.6%
35 | COc1ccc2nc(N3C(=O)C(O)=C(C(=O)c4ccco4)C3c3ccc(C)o3)sc2c1 (stereo not drawn) | 31.6µM* | -4.3%

Next section:
entry	SMILES	HCMV inh	FBPA Giardia inh	Sm TGR inh
37	CNCCCOc1cc(C)cc(C)c1C	-30.6	?	-12.8%
38	Cc1cc(=O)oc2c1c(C(F)(F)F)nn2-c1ccccc1	-39.3	-1.5%	14.0%
39	CC1CCN(S(=O)(=O)c2cc([N+](=O)[O-])ccc2Cl)CC1	-36.3	0.4%	-30.9%
40	CN(C)c1ccc2c3c(cccc13)C(=O)N(c1ccccc1)C2=O	·	4.3%	5.3%[57.1 µM]
41	COc1ccccc1-c1nc(S(=O)(=O)c2ccccc2)c(N2CCCCC2)o1	2.7	-9.0%	0.794µM*
42	CCN(CC)C(=O)CSc1nc(-c2ccco2)cc(C(F)(F)F)c1C#N	-31.4	-0.2%	-7.1%
43	Cc1ccc(C2C=C(c3ccccc3)Nc3nc(NS(=O)(=O)c4ccccc4)nn32)cc1 (stereo not drawn)	84.2	·	35.5µM*
44	CCCn1c(SCC(=O)Nc2ccc(OC)cc2[N+](=O)[O-])n[nH]c1=O	-23.2	1.1%	-22.8%
45	COc1cc(NC(=O)CCS(=O)(=O)c2nc(-c3cccs3)cc(C(F)(F)F)n2)cc(OC)c1OC	-98.4*	·	?
46	Cc1ccc([N+](=O)[O-])cc1S(=O)(=O)Nc1cccc(S(=O)(=O)NC2=NCCC2)c1	59.7	·	·
47	CCC(=O)c1ccc(Oc2ccc(C(=O)c3ccc(C)cc3)cc2[N+](=O)[O-])cc1	-39.2	-8.5%	-15.7%
48	CC1C(=O)N2CCCc3cc(NC(=O)C(=O)NCCN4CCOCC4)cc1c32 (stereo not drawn)	-4.9	·	-11.6%

entry	HCV inh	AmpC no deterg	AmpC detergent
37	-27.5%	9.1%	-6.1%
38	6.6%	-4.7%	4.9%
39	0.5%	-37.7%	7.1%
40	·	-24.3%	-1.4%
41	-9.7%	-15.2%	-6.4%
42	?	-19.3%	-1.7%
43	·	·	25.4%
44	-22.2%	-11.7%	-6.5%
45	·	-18.9%	-9.5%
46	10.9%	-20.1%	·
47	-1.4%	-22.9%	-8.7%
48	21.5%	4.6%	-8.6%

Reprinted from the part before: 2 entries, followed by the next part.
entry	SMILES	HCMV inh	FBPA Giardia inh	Sm TGR inh
47	CCC(=O)c1ccc(Oc2ccc(C(=O)c3ccc(C)cc3)cc2[N+](=O)[O-])cc1	-39.2	-8.5%	-15.7%
48	CC1C(=O)N2CCCc3cc(NC(=O)C(=O)NCCN4CCOCC4)cc1c32 (stereo not drawn)	-4.9	·	-11.6%
49	CCN1CCCC(OC(=O)C(c2ccccc2)c2ccccc2)C1 (stereo not drawn)	-0.2	5.4%	-5.5%
50	CCOC(=O)c1cc2sc(C)cc2n1CC(=O)NCc1ccc(F)cc1	-9.1	4.9%	-7.0%
51	CNC(=O)c1c(NC(=O)CCS(=O)(=O)c2ccccc2)sc2c1CCN(C(=O)OC)C2	4.7	·	-25.6%
52	COc1ccc(NC(=S)Nc2ncccc2C)c(OC)c1	-63.1*	-10.0%	?
53	COc1cccc(CN(C)Cc2cc(=O)oc3c(C)c(C)ccc23)c1	?	7.2%	-4.3%
54	Cc1cc2oc(C(=O)NCCc3ccc(S(N)(=O)=O)cc3)cc(=O)c2cc1C	-2.4&-3.5	0.3%	-3.7%&8.2%
55	CCc1ccc(C(=O)N2CCC(c3nc4ccccc4s3)CC2)cc1	-0.7	2.1%	-16.2%
56	COC(=O)c1ccccc1COn1c(=O)c(C)[n+]([O-])c2ccccc21	8.4	-18.2%	-24.5%
57	CCOc1ccccc1NC(=O)c1ccc2c(c1)C(=O)N(CC(C)C)C2=O	9.9	-1.8%	5.5%
58	O=C(Oc1ccccc1)c1cccc2cccc(C(=O)Oc3ccccc3)c12	-9.9	-14.4%	4.3%
59	CCOC(=O)C1C(=O)C=C(c2ccc(C)cc2)CC1c1ccco1 (stereo not drawn)	-16.8	0.3%	-23.0%
60	CCN(CC)c1ccc(NC(=O)C2CC3CCC2C3)cc1 (stereo not drawn)	36.4	-20.7%	-27.2%
61	CCOCCCNC(=O)Cn1nc(Cc2ccncc2)c2ccccc2c1=O	?	-0.7%	3.5%

entry	HCV inh	AmpC no deterg	AmpC detergent
47	-1.4%	-22.9%	-8.7%
48	21.5%	4.6%	-8.6%
49	-19.5%	11.8%	?
50	3.3%	17.1%	0.0%
51	?	-13.6%	?
52	-13.4%	-29.1%	5.8%
53	?	-8.6%	-2.7%
54	9.5%	1.9%	-7.2%&12.9%
55	-21.9%	51.5%	1.5%
56	-16.8%	-13.2%	?
57	10.7%	-5.7%	?
58	?	-27.0%	-10.3%
59	?	-2.4%	?
60	-10.6%	-48.7%	4.5%
61	17.5%	-4.9%	-14.2%

Screening results from PubChem.
